Assay outcomes deposited in PubChem BioAssay by National Center for Advancing Translational Sciences (NCATS).
TDP1 cell noCPT: qHTS for Inhibitors of human tyrosyl-DNA phosphodiesterase 1 (TDP1): qHTS in cells in absence of CPT; Potency, µM (highest dose often 46.2 µM), inactives show at the highest dose activity change, negative = growth inhibition, most hits filed as inhibitors; actives 15% (n = 420,000); AID 686978, 2013; DT40 Tdp1-/- hTDP1 cells, no CPT, ATP luminescence, 48 h; note: nearly all actives have a fitted effect of over 55% in size
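Luminescent ATP content (CellTiter-Glo) served as the growth readout. Knockout chicken DT40 cells expressing human TDP1 were exposed to compounds without camptothecin for a minimum 48 hr at 37 °C.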
N370S GC mod: inhibitors or activators of N370S glucocerebrosidase for Gaucher disease | AID 2101 | Potency, µM (titrated, usually from 59.4 µM), without a hit: at the top dose activity change, negative = inhibition, most hits filed as inhibitors | N370S GC spleen homogenate, 4MU-glucoside fluorescence | P04062 | actives 0.092% (n = 330,000);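 note: 0% = full enzyme activity and -100% = no enzyme basal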
TDP1 block: blocks human tyrosyl-DNA phosphodiesterase 1; Q9NUW8; recombinant TDP1, AlphaScreen DNA substrate cleavage; Potency, µM (titrated, usually from 130 µM), for the others: top-dose activity change, negative = inhibition, most hits filed as inhibitors; actives 0.28% (n = 350,000); AID 485290; note: nearly all actives have a fitted effect of over 40% in size
Target sequence (Q9NUW8 whole entry, looked up): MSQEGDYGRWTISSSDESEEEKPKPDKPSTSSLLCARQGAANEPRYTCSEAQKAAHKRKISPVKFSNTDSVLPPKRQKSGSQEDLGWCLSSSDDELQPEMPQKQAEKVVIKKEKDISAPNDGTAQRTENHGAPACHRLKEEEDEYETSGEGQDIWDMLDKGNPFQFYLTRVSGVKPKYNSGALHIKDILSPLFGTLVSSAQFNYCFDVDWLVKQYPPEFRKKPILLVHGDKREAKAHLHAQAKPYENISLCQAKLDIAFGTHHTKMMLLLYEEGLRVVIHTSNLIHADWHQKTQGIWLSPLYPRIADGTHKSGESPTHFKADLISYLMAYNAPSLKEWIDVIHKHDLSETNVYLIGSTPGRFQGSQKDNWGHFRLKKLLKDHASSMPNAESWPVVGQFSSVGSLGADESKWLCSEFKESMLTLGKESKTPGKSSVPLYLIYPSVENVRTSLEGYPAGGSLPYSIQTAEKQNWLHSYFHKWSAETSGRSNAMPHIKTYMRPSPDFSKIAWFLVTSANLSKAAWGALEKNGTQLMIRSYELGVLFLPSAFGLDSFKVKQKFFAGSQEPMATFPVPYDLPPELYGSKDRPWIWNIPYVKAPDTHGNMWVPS
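Enzyme-compound mixtures sat 15 min at room temperature, followed by a 5 min reaction with 15 nM final substrate and 10 min with AlphaScreen beads. Recombinant human Tdp1 was used at 1 nM final.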
Starred values were filed as active, the others as inactive; ? = inconclusive; . = no result given; & = joins results of further samples; [ ] = remark or other dose. Calls come from the whole dose curve; as a rule, active = well fitted curve in the direction sought with a large enough effect; inconclusive = small, poorly fitted or top-dose-only effect, or another doubt; inactive = no such curve, though single readings can be large; an effect the other way counts as inactive or inconclusive. Unless noted, % is set by controls: 0 for no effect and ±100 for the full control effect; potency is the fitted concentration of half-maximal effect. An excerpt. The share of hits here may be higher or lower than overall.

Fields: TDP1 cell noCPT | N370S GC mod | TDP1 block
CCN(CC)c1nc(N)c2c(N)nc3c(c2c1C#N)CC(c1ccccc1)O3 (stereo not given)
→ ? | 1.4% | 2.2%
CCC1OC2(C)OC(=N)C1(C#N)C(C#N)(C#N)C2c1ccccc1 (stereo not given)
→ ? | ? | 2.7%
Cc1ccc(C(=O)COC(=O)c2cccc(N3C(=O)c4c(C)nc5ccccc5c4C3=O)c2)cc1C
→ 14.6% | 5.4% | 2.6%
COc1cc2c(cc1OC)-c1cc(OCCN3CCOCC3)nc(=O)n1CC2
→ ? | 19.6% | 2.0%
NC(=O)COC(=O)CNC(=O)c1sc2ccccc2c1Cl
→ -12.7% | 3.9% | 0.0%
COc1cc(CC(=O)Nc2ccc3c(c2)CCC3)cc(OC)c1OC
→ 11.6µM* | 9.4% | 2.2%
CN(c1ccc(C(=O)NCc2ccccn2)cc1)S(C)(=O)=O
→ 2.0% | 3.5% | -3.9%
CC(C)C(=O)n1nc(-c2cccnc2)nc1NCc1cccs1
→ -9.9% | 0.6% | 5.4%
COC(=O)c1ccc(C(=O)OC)c(NC(=O)CCc2ccc(C)o2)c1
→ 1.6% | 11.8% | 6.5%
O=C(Nc1cccc(Cl)c1)Nc1nc(-c2ccccc2)cs1
→ ? | 5.4% | 4.9%
Cc1ccc(S(=O)(=O)N(CC(=O)Nc2cccnc2)c2cc(Cl)ccc2C)cc1
→ 18.4µM* | . | -2.2%[12.3 µM]
CCN(CC)C(=O)[C@H]1C[C@H](CC(=O)NCCCOC)C(=O)N2CCc3c([nH]c4cc(CCC(=O)N(C)C)ccc34)[C@]12C
→ -8.8% | . | -15.6%[56.1 µM]
CCOC(=O)C(=O)Nc1nc(-c2ccccc2)c(CC)s1
→ 8.3% | -5.2% | 7.0%
Cc1ccc(OCCCCn2c(CO)nc3ccccc32)cc1
→ ? | -10.0% | 2.6%
Cc1ccc(C(=O)NCC2CCCN2S(=O)(=O)c2cccs2)cc1C (stereo not given)
→ ? | 5.3% | -1.8%
Cc1ccccc1-n1nc(-c2cccnc2)cc1C(=O)N/N=C/c1ccncc1
→ -22.3% | -4.5% | 3.0%
CCOC(=O)c1cnc(Nc2nc3ccccc3o2)nc1C
→ 3.16µM* | -0.5% | 3.6%
CCOC(=O)CSc1nnc(NC(=O)CN2CCN(C=O)CC2)s1
→ 29.2% | 13.0% | .
COCCCNC(=O)Cn1cnc(C(=O)Nc2ccc(C)c(C)c2)n1
→ -17.0% | . | 0.1%[56.1 µM]
COc1ccc(CNC(=O)C2CC(c3ccccc3[N+](=O)[O-])=NO2)cc1 (stereo not given)
→ -20.4% | -1.5% | 0.0%
CCCNC(=O)C1CCC(Cn2c(=O)c3sccc3n(CC(=O)N3CCC(C)CC3)c2=O)CC1 (stereo not given)
→ -21.6% | . | 0.6%
COc1ccc(NC(=O)C2CCCN(S(=O)(=O)c3ccc4[nH]c(=O)ccc4c3)C2)cc1OC (stereo not given)
→ -1.5%&-4.8% | -0.2% | 1.6%&2.6%
COc1ccc(-c2nc(CS(=O)CC(=O)NCC3CCCO3)c(C)o2)cc1 (stereo not given)
→ -27.3% | 4.4% | 0.0%
O=C(CSc1ccccc1)NN1C(=O)c2ccccc2C1=O
→ 2.2% | -6.5% | 7.1%
O=C(NCCCNC(=O)c1c(F)cccc1F)c1c(F)cccc1F
→ 28.0% | -0.3% | .
COc1cc(/C=N/NC(=O)C2=NNC(=O)C2C)ccc1O (stereo not given)
→ -3.2% | -5.1% | .
COc1cccc(NC(=O)Cc2nc(-c3ccccc3)sc2-c2ccc(C)cc2)c1
→ 16.4µM* | 1.6% | 2.6%
COC(=O)/C(=C/c1ccco1)NC(=O)c1ccccc1
→ -14.0% | 3.8% | -2.4%
Cc1ccc(OCc2cc(C(=O)NCCn3cccn3)no2)cc1C
→ -7.6% | 1.0% | 2.5%
O=C(Nc1ccccc1C(=O)NC(Cc1ccccc1)C(=O)NC1CCCCC1)c1ccccc1 (stereo not given)
→ 25.9µM* | -14.9% | 8.2%
O=C(Nc1cccc(F)c1)c1cc(S(=O)(=O)N2CCC(C(=O)O)CC2)ccc1F
→ 0.0% | 2.5% | -3.1%
CN(CCC1CCOCC1)C(=O)CC1C(=O)NCCN1Cc1c(F)cccc1Cl (stereo not given)
→ -0.5% | -4.1% | 4.0%[56.1 µM]
CC1CCN(C(=O)c2[nH]cnc2C(=O)N[C@H](C)c2ccccc2)CC1
→ -0.5% | . | 0.3%
CC(C)Nc1nc(NC(C)C)nc(Oc2ccc(=O)n(C)n2)n1
→ 0.0% | 12.7% | .
CCOc1ccccc1NC(=O)Nc1ccsc1C(=O)OC
→ ? | -3.6% | 2.8%
CCCc1cc(=O)oc2cc(C)cc(OCC(=O)N3CCC(C(N)=O)CC3)c12
→ -2.5% | 0.7% | .
CN(CC(=O)NCc1ccc(F)cc1)S(=O)(=O)c1ccc2c(c1)c(=O)n(C)c(=O)n2C
→ -5.4% | -2.5% | 4.4%
COc1cccc(OCCCCN2CCCCC2)c1
→ -19.4% | 2.4% | -8.0%
Cc1ccc2sc(NNC(=O)C3=COCCO3)nc2c1C
→ -3.1% | -11.3% | 10.5%
CCOC(=O)N1CCN(Cc2nc3cc(NC(C)=O)ccc3n2C)CC1
→ 0.9% | -3.7% | .
CCn1c(SCCC#N)nnc1-c1ccncc1
→ -5.0% | -0.6% | 4.3%
COc1ccc2c(C)c(CC(=O)NCc3ccc(C)cc3)c(=O)oc2c1OC
→ -22.9% | . | 2.5%
Cc1cccc(C)c1NC(=O)CNC(=O)C1CC(=O)N(Cc2ccccc2)C1 (stereo not given)
→ -11.3% | 2.3% | .
CCOC(=O)c1nnc(-c2ccccc2)nc1Oc1ccccc1Cl
→ ? | 2.6% | 2.8%
CCN(Cc1ccccc1)C(=O)COC(=O)c1c(C)nsc1NC
→ 20.6µM* | . | 0.3%
COc1ccc2c(c1)OCC(Cc1ccc(OC)c(OC(C)=O)c1)C2=O (stereo not given)
→ 0.651µM* | 3.8% | -4.5%[56.1 µM]
COC(=O)c1ccc(COC(=O)c2[nH]c(C)c(C(C)=O)c2C)o1
→ 2.91µM* | 3.2% | 1.0%
CCOc1ccc2oc(C(=O)OCC(=O)NC(=O)NC3CCCC3)c(C)c2c1
→ -14.3% | 6.6% | -1.0%
O=C(O)COc1ccccc1O
→ -6.1% | -1.7% | 4.2%
CCOCC(=O)Nc1cc(C(=O)Nc2cc(C)cc(C)c2)ccc1Cl
→ . | -8.1% | 6.0%
CCCCC1C2=C(CC(C)(C)CC2=O)OC2=C1C(=O)CC(C)(C)C2
→ ? | 6.8% | 0.0%
COc1ccccc1N(CCC#N)C(=O)CSc1nc(-c2ccccc2)cn1N
→ -16.7% | 8.4% | 6.2%
COc1cc2ccccc2cc1C(=O)NC(=S)Nc1ccc(C(=O)O)cc1
→ -3.6% | 0.6% | 50.1µM*
CCCOc1cc(CC(=O)NCc2ccco2)ccc1OC
→ 7.3% | 0.1% | -1.1%
CCOC(=O)c1c(NC(=O)c2c(Br)cnn2C)c(C#N)nn1-c1ccccc1
→ ? | -16.4% | -7.9%
C=CCNc1nc(Cl)nc(Nc2ccc([N+](=O)[O-])cc2)n1
→ 14.3% | -0.6% | 1.6%
COc1ccc(NC(=O)c2cn(-c3ccccc3)nc2-c2ccc(C)cc2)cc1
→ ? | . | 3.8%[2.28 µM]
Cc1ccccc1OCC(O)CNC1CCC(NCC(O)COc2ccccc2C)CC1 (stereo not given)
→ 2.31µM* | -23.7% | .
CCS(=O)(=O)N(CC(=O)Nc1cccc2ccccc12)c1ccc(OC)cc1
→ ? | . | 0.6%
COc1ccc(Br)cc1CNC(=O)C1CCCN(c2nc3ccccc3o2)C1 (stereo not given)
→ ? | 6.1% | -1.9%

Other records
Fields: TDP1 cell noCPT | N370S GC mod | TDP1 block
Cc1cccc(-n2c(SCC(=O)O)nc3sc4c(c3c2=O)CCCC4)c1
→ -2.3% | 4.7% | 1.2%
O=C(COC(=O)/C=C/c1nc2ccccc2s1)Nc1cccc2ccccc12
→ -14.3% | 5.3% | 5.6%
CCCCOc1ccc(C(=O)Nc2cccc(-c3nc4ccccc4o3)c2C)cc1
→ -15.0% | . | 3.2%
Cc1ccc(NC(=O)CCC(=O)N2CCSc3ccccc32)cc1Cl
→ ? | . | 5.1%
Cn1c(=O)c2sccc2n2c(CCCC(=O)NCc3ccc4c(c3)OCO4)nnc12
→ 1.8% | 8.8% | 3.2%
Cc1ccc(CNC(=O)C(C)n2nc(C)c3sc4ccccc4c3c2=O)cc1 (stereo not given)
→ ? | . | 2.9%
COc1ccc(C(=O)n2nc(-c3ccco3)nc2SC)cc1OC
→ ? | -5.2% | -4.1%
O=C(C[C@@H]1C/C=C\CCC(=O)OC[C@@H]2CCCN2C1=O)NCCO
→ 6.5% | . | 0.1%
O=C(O)c1ccc(S(=O)(=O)N2CCC(n3nnc4cc(C(F)(F)F)ccc43)CC2)cc1
→ -12.3% | -0.8% | .
Cc1coc2cc3oc(=O)c(CCC(=O)N4CCC(C(=O)O)(c5ccccc5)CC4)c(C)c3cc12
→ -4.5% | -2.2% | .
Cc1ccc(NC(=O)CS(=O)CC(=O)Nc2ccc(N3CCOCC3)cc2)cc1Cl (stereo not given)
→ 29.1µM* | -6.9% | 0.0%
COc1cccc([C@@H]2Oc3ccc(OC)cc3C(=O)[C@H]2OC(=O)NCCOc2ccccc2)c1
→ . | 15.2% | 6.9%
CCN1C(=O)CC(NNC(=O)c2ccccc2)C1=O (stereo not given)
→ -2.8% | -0.5% | .
Nc1c(C(=O)NCCc2ccccc2)sc2nc(N3CCOCC3)c3c(c12)CCCC3
→ 23.1µM* | 16.7% | 0.0%
Cc1cc(Br)c(NC(=O)CN2CCCC2)c(Br)c1
→ -10.4% | 1.2% | 3.9%
CCOc1ccc(C(=O)CCC(=O)N(CC)CC(=O)Nc2c(F)cccc2F)cc1
→ -7.5% | -1.1% | 4.2%
CC1CCN(C(=O)CC2C(=O)Nc3c2c(=O)n(C)c(=O)n3Cc2ccccc2)CC1 (stereo not given)
→ -9.2% | 10.0% | 7.3%
CSCCC(NC(=O)c1ccccc1Cl)C(=O)N1CCC1 (stereo not given)
→ -2.3% | -2.2% | -10.6%
Cc1ccn2c(Nc3ccccc3C)c(-c3ccc(N4CCOCC4)cc3)nc2c1
→ ? | . | 12.5%
O=[N+]([O-])c1cccnc1NCCc1ccccc1
→ -11.6% | 12.8% | .
COc1cccc2c1cc1c(=O)n(CC(=O)NCc3ccc(N(C)C)cc3)nc(C)n12
→ -10.4% | . | 5.9%
C[C@@H]1Cc2ccccc2N1NC(=O)c1ccc(Cl)c(S(N)=O)c1 (stereo not given in full)
→ . | -2.7%[21.6 µM] | 4.8%[56.1 µM]
Cc1cccc(-c2nc3ccccc3n2Cc2ccccc2)c1
→ 5.17µM* | . | 2.5%
CCCCCCOC(=O)C(C#N)c1nc2ccccc2nc1N1CCOCC1 (stereo not given)
→ 18.4µM* | 9.4% | 3.1%
NC(=O)CSc1oc(-c2cccs2)nc1S(=O)(=O)c1ccc(Br)cc1
→ ? | . | -2.9%
CCOC(=O)CN(C(=O)CCC(=O)Nc1cc(C)on1)C(C(=O)NC1CCCC1)c1cccnc1 (stereo not given)
→ -9.5% | 1.9%[12.8 µM] | 2.0%
Cc1ccc(COc2ccc(C)nc2[N+](=O)[O-])cc1
→ -16.0% | 16.1% | 3.8%
O=C(NCC(=O)N(c1cccc(F)c1)C(C(=O)NC1CCCC1)c1cccnc1)c1ccco1 (stereo not given)
→ 16.2% | -0.4% | 11.6%
N#CC1=C(N)OC2=C(CC/C2=C\c2ccccc2)C1c1ccccc1 (stereo not given)
→ 10.3µM* | 4.1% | 3.9%
COc1ccc(-c2cn(CCC(=O)NCc3ccc(C)cc3)c(CCN)n2)cc1
→ -20.5% | -10.8% | 1.0%

Whole records as entered above:
Shown for `COCCCNC(=O)Cn1cnc(C(=O)Nc2ccc(C)c(C)c2)n1` → TDP1 cell noCPT: -17.0%; N370S GC mod: .; TDP1 block: 0.1%[56.1 µM]
Shown for `O=C(NCC(=O)N(c1cccc(F)c1)C(C(=O)NC1CCCC1)c1cccnc1)c1ccco1` (stereo not given) → TDP1 cell noCPT: 16.2%; N370S GC mod: -0.4%; TDP1 block: 11.6%

New compounds follow:
Fields: TDP1 cell noCPT | N370S GC mod | TDP1 block
O=C(NCC1CCCO1)c1ccc(NC(=O)c2cccc(Br)c2)cc1 (stereo not given)
→ -26.9% | 0.2% | .
CC(C)Sc1nc(O)c(Cc2ccccc2)c(=O)[nH]1
→ -3.6% | ? | -3.0%
Cc1cccc(CN2C(=O)c3ccccc3S(=O)(=O)c3ccc(C(=O)NCCC4=CCCCC4)cc32)c1
→ ? | . | 3.5%
O=C(NC1CC1)C1=C[C@H](c2c[nH]c3ccccc23)C[C@H](OCc2ccc(CO)cc2)O1
→ ? | 8.8% | -3.8%
